# VIM-2 inhibitor: blocks Pseudomonas aeruginosa VIM-2 metallo-beta-lactamase; purified VIM-2, nitrocefin hydrolysis, epi-absorbance fluorescence; inhibition, % at 5.6 µM; 290,000 tested, 0.89% active;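 active = inhibition above the mean of all tested compounds plus 3 SD, cutoff set per screening run, cut at about 7.5% in these data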;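 also: red hydrolysis product quenches plate fluorescence so inhibitors raise well fluorescence; 0% = enzyme with DMSO and 100% = DMSO without enzyme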
# pCIP destab: compounds decreasing mouse p/CIP protein stability; AID 1984; decrease of EGFP signal, % at 10 µM; Q05BA5; 290,000 tested, 0.01% active; F442A p/CIP-EGFP cells, EGFP fluorescence, 16 h;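 active = EGFP signal decrease of at least 30% at 10 µM or well 3 SD below plate mean, unless failing retest; inactive = the rest, including hits failing retest or dose response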; also: some compounds called inactive have numbers as strong as hits; many of its hits are not listed in these tables
# NALP1 yeast inh: blocks the NALP1 inflammasome reconstituted in yeast; 280,000 tested, 0.61% active; S. cerevisiae NALP1/ASC/caspase-1 growth, X-gal OD620, 72 h; inhibition, % at 10 µM; in the data active = inhibition mostly above about 24%, no sharp cut-off; inactive = mostly below about 32%; also: some compounds called inactive have numbers as strong as hits
# GPR7 antag: antagonists of human GPR7 (neuropeptides B/W receptor 1) | AID 1861 | inhibition, % at 4.4 µM | 290,000 tested, 1.1% active | GPR7-expressing cells, fluorescence antagonist assay; in the data active = inhibition above about 16%, passing the limit was not always enough;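 also: cells stimulated with the agonist NPW; 0% = agonist with vehicle and 100% = vehicle without agonist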
# Target sequence (P48145 whole entry, looked up): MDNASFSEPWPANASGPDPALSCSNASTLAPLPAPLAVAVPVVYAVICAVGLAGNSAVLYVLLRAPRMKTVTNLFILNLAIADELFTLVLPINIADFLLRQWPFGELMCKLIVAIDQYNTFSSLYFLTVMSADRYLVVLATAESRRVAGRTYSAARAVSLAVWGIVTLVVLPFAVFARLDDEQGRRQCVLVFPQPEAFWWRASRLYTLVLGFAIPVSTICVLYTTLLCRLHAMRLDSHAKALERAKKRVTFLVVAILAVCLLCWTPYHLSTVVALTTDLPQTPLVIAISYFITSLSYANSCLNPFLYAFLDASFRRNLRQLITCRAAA
# IMP-1 inhibitor: inhibitors of Pseudomonas aeruginosa IMP-1 metallo-beta-lactamase. purified IMP-1, nitrocefin hydrolysis, epi-absorbance fluorescence. 290,000 tested, 0.45% active. inhibition, % at 5.6 µM;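 active = inhibition above the mean plus 3 SD of all compounds in the same screening run, cut at about 4.5% in these data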;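 also: 0% = IMP-1 with DMSO and 100% = DMSO wells lacking enzyme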
#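 Test system: recombinant IMP-1 enzyme, purified / Medium: HEPES buffer pH 7.1 with ZnSO4 and Brij 35 / Doses: single dose, 5.6 µM / Times: 25 °C, 15 min preincubation, 25 min reaction / Detection: Epi-absorbance via hydrolysed-nitrocefin quenching of white-plate fluorescence, 480/530 nm, EDTA stop / Evaluation: percent inhibition from optical density relative to buffer-blank wells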
# IDE act: boosts human insulin-degrading enzyme activity in HEK cells; P14735; FAbeta-B cleavage, fluorescence polarization; 0% vehicle, 100% cell-free pure enzyme wells; activation, % at 5.96 µM; 340,000 tested, 0.073% active; AID 493087;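 active = activation above the mean of all tested compounds plus 3 SD, set per screening campaign, cut at about 17% in these data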
# IDE cell inh: cellular human IDE inhibition; inhibition, % at 5.59 µM; 320,000 tested, 0.41% active; P14735; HEK cells, FAbetaB cleavage, fluorescence polarization;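 active = percent inhibition above the average of all tested compounds plus 3 SD, set per screening campaign, cut at about 16% in these data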;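 also: IDE supplied by intact live HEK cells; FP after avidin binding of uncleaved biotin substrate so inhibition keeps polarization high; 0% = DMSO wells and 100% = 60 µM reference IDE inhibitor Ii1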
# M18AAP inhibitor: blocks P. falciparum M18 aspartyl aminopeptidase. inhibition, % at 7.35 µM. 290,000 tested, 1.2% active. AID 1822. recombinant PfM18AAP, H-Glu-NHMec fluorogenic cleavage;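 active = inhibition above the campaign mean inhibition over all tested compounds plus 3 SD, cut at about 28% in these data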;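 also: 0% = plate median of test compound wells and 100% = 2 mM ZnCl2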
# PHOSPHO1 block: inhibitors of human PHOSPHO1 phosphatase | Q8TCT1 | recombinant PHOSPHO1, absorbance phosphatase assay | inhibition, % at 13.3 µM | 290,000 tested, 1.1% active; in the data active = inhibition above about 60%
# Target sequence (Q8TCT1 whole entry, looked up): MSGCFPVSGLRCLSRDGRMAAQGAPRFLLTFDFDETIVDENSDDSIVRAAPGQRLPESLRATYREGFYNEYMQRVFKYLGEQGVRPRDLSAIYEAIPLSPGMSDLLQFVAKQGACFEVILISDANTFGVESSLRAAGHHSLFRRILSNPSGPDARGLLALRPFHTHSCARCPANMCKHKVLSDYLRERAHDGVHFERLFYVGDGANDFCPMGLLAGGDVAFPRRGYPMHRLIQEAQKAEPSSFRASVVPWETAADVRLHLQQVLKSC
# * marks the source's active call; other numbers are inactive results; . = no result given. Compounds as they come (roughly 5.3% active in at least one column).
# A first look (two entries):
VIM-2 inhibitor,pCIP destab,NALP1 yeast inh,GPR7 antag,IMP-1 inhibitor,Molecule,IDE act,IDE cell inh,M18AAP inhibitor,PHOSPHO1 block
-2.7,-5,0,-5,-1.2,CC(C)=C1C2C=CC1C(C(=O)Nc1cccc(C)c1)C2C(=O)O (centres undefined),-4,-2,-2,-1
-1.6,-6,2,-1,1.1,O=C(C(=O)N1CCN(c2cccc(Cl)c2)CC1)c1c[nH]c2ccccc12,0,-1,-4,-11

# This part in full, previewed entries included:
VIM-2 inhibitor,pCIP destab,NALP1 yeast inh,GPR7 antag,IMP-1 inhibitor,Molecule,IDE act,IDE cell inh,M18AAP inhibitor,PHOSPHO1 block
-2.7,-5,0,-5,-1.2,CC(C)=C1C2C=CC1C(C(=O)Nc1cccc(C)c1)C2C(=O)O (centres undefined),-4,-2,-2,-1
-1.6,-6,2,-1,1.1,O=C(C(=O)N1CCN(c2cccc(Cl)c2)CC1)c1c[nH]c2ccccc12,0,-1,-4,-11
-2.5,-18,6,-7,-2.2,COc1ccc(CCNC(=O)C(=O)NCC2OCCN2S(=O)(=O)c2ccc(OC)c(C)c2)cc1 (centres undefined),3,-2,-11,0
-3.4,-1,-15,0,-2.5,CCOC(=O)c1nn(-c2cccc(OC)c2)c(-c2ccccc2)c1C(=O)c1ccccc1,-1,2,4,36
-1.5,-11,2,-11,-3.3,CCOC(=O)C1=C(c2ccccc2)NC(N)=NC1c1ccc(OCc2ccc(C(=O)OC)cc2)cc1 (centres undefined),17,-1,2,27
-0.9,2,6,10,-2.2,O=C(/C=C/Sc1ccccc1)c1ccccc1,3,-2,18,16
-2.1,-33,6,-3,-2.8,O=S(=O)(c1ccc2nc(COc3ccc(Cl)cc3Cl)[nH]c2c1)N1CCOCC1,-3,1,-4,7
1.8,-8,10,-30,-2.5,COc1cccc(-c2onc3ccc(C(=O)/C=C/N(C)C)cc23)c1,-11,0,10,.
-4.0,11,-4,-5,-2.0,Cn1c(=NC(=O)c2ccco2)sc2ccccc21,5,6,1,4
-0.1,4,1,-12,-0.1,Cc1cc(C)c(-n2c(SCC(=O)N3CCOCC3)n[nH]c2=O)c(C)c1,0,2,-1,.
-1.2,13,-8,-1,-2.3,CCCNC(=O)C1Cc2cc(S(=O)(=O)N3CCCC3)ccc2N1C(C)=O (centres undefined),-2,-3,-3,-4
1.4,6,-2,-8,-2.8,COc1ccc(CCC(C)NC(=O)CCc2ccccc2)c(OC)c1 (centres undefined),4,-1,0,25
.,12,-1,.,.,C#CCCOC(=O)N1C2=NC(C(=O)OC)=C(C(=O)OC)[C@@H]3N(CC=C)c4ccccc4[C@]23C[C@H]1C(=O)OC,0,2,.,22
-1.4,2,15,3,2.2,COc1cccc2cc(C(=O)CC3(O)C(=O)N(Cc4ccccc4)c4ccccc43)c(=O)oc12 (centres undefined),-3,-2,2,26
-1.1,2,2,-7,-3.0,O=c1[nH]c2ccccc2[nH]c1=O,4,1,-1,16
-0.8,-8,1,-8,-2.8,NNC(=O)c1nc[nH]c1C(=O)Nc1ccccc1[N+](=O)[O-],2,-4,-9,4
-1.8,6,-46,-7,-4.4,O=C(Nc1cccc(Cl)c1Cl)C1CC(=O)N(c2ccc(Br)cc2)C1 (centres undefined),1,-4,-8,-8
-2.0,5,5,-14,-3.7,Cc1nnc(NC(=O)CCN2C(=O)/C(=C\c3ccccc3)SC2=S)s1,5,7,2,28
-0.6,-8,2,-4,-0.7,O=C(CNS(=O)(=O)c1ccccc1)N1CCN(c2ccccc2)CC1,2,3,-13,-6
-0.6,2,6,8,-0.8,O=C(O)CCCCCCCCc1cn(Cc2ccc(C(=O)c3ccccc3)cc2)nn1,1,3,-2,-7
-6.2,-24,10,-8,-4.7,O=[N+]([O-])c1cccnc1N1CCC(c2cc(-c3ccc(Cl)cc3Cl)n[nH]2)CC1,-2,9,-4,-1
1.8,3,-13,1,0.4,CCOC(=O)c1sc(NC(=O)CCc2ccccc2)nc1C,3,0,-17,29
-3.1,-14,35,-4,-1.9,O=c1c(-c2ccccc2)c(O)nc(SCCN2CCOCC2)n1-c1ccccc1,0,0,2,9
-1.3,-8,-5,-5,-4.5,COC(=O)c1sc(NC(=O)COc2ccccc2C)nc1C,-4,-1,-4,20
2.6,-6,6,-13,-5.2,N#Cc1c2n(c(=O)[nH]c1=O)CCCCC2,4,1,15,-4
-3.5,0,14,11,-3.2,O=S(=O)(c1cccc(C(F)(F)F)c1)N1CCN(c2nnnn2-c2ccccc2)CC1,4,1,-3,14
-1.4,-4,1,-2,-2.6,Cc1cc(N2CCN(C(=O)Nc3ccccc3C#N)CC2)c2ccccc2n1,1,.,-2,14
-0.5,-11,2,-16,-2.6,Cc1ccn2cc(-c3cccc(S(=O)(=O)N4CC(C)OC(C)C4)c3)nc2c1 (centres undefined),-3,-2,3,24
-1.4,-6,-6,-11,-1.5,Cc1nc2ccc(S(=O)(=O)NCC(=O)N3CCc4ccccc43)cc2s1,12,0,8,10
0.1,-26,12,-11,-1.1,CCOc1ccc(N(C(=O)c2snc(C(N)=O)c2N)C(C(=O)NC2CCCC2)C(C)C)cc1 (centres undefined),-1,1,-1,17
-0.8,-15,-29,-5,-0.4,COCCn1c(=S)[nH]c2ccc(N(C)C)cc2c1=O,-2,4,40*,98*
-1.5,-7,8,8,-2.9,Cc1ccccc1OCC(=O)N1CCc2ccccc2C1,3,-2,0,44
-2.6,-4,31,-5,-2.5,COC(=O)c1sc(-c2ccccc2)cc1NC(=O)c1ccc(F)cc1,3,-1,-9,8
-4.0,-7,32,-10,-1.5,CCOC(=O)c1c(C)c(C(=O)NC2CCCCC2)c(C)n1CC,-3,.,-9,3
-1.9,-2,4,17,-4.3,C=CCOc1ccc(C(=O)NC2CCCCC2)cc1,1,5,9,23
0.7,-46,10,-13,0.7,CC(NC(=O)c1ccc([N+](=O)[O-])o1)C12CC3CC(CC(C3)C1)C2 (centres undefined),9,-7,21,47
-1.0,-18,30,-17,-1.9,COc1ccc(-c2c(C)sc(NC(=O)c3ccnn3C)c2C#N)cc1,0,2,-1,-6
-4.0,-4,9,-14,-2.1,Cc1cc(C)n2nc(SC(C)C(=O)NCc3ccco3)nc2n1 (centres undefined),3,7,-9,64*
-1.2,-4,-4,-6,-4.5,Cc1nnc(NC(=O)C(C)Sc2nnc(CCNC(=O)c3ccccc3F)n2C)s1 (centres undefined),2,3,2,31
-1.9,-12,10,-20,-2.4,CCOc1ccccc1CN1CCN(Cc2csc(C(C)=O)c2)CC1CCO (centres undefined),0,-6,-1,-3
-0.7,-8,19,-10,-1.4,COc1ccc(F)cc1C(=O)C1CCCN(Cc2ccc3c(c2)OCCO3)C1 (centres undefined),3,3,-18,24
-0.8,9,8,-6,-1.2,CCOC(=O)Cn1c2ccccc2c2nc(C)sc21,-2,3,-2,-4
-0.9,5,10,20*,-0.9,CC(=O)Nc1cccc(OCc2cnc(Cl)s2)c1,12,-5,-7,25
2.5,-11,-4,-8,-3.0,O=C(NCc1n[nH]c(=S)n1-c1ccccc1)c1ccco1,1,2,15,5
-1.8,-1,-3,-5,-1.1,Cc1cc(=O)oc(C)c1C(=O)Nc1cnc2ccccc2c1,0,-9,2,4
-0.9,0,18,-17,-1.6,Cc1ncsc1C(=O)N1N=C2/C(=C/c3ccccc3)CCCC2C1c1ccccc1 (centres undefined),2,5,0,30
-2.3,-3,0,-8,-3.1,CCOc1ccc(NC(=O)NCCCCc2ccccc2)cc1,1,-2,2,24
-2.8,-8,21,-4,-5.0,CC1=C(C(=O)OCc2ccccc2)C(c2ccc([N+](=O)[O-])cc2)NC(=O)N1CCCCCC(=O)O (centres undefined),1,3,4,30
-1.6,-10,13,-19,-6.0,CCCCCn1c(SCc2ccncc2)nc2cc(C(=O)NCc3ccco3)ccc2c1=O,-6,9,2,9
-1.1,0,31,13,-2.7,O=C(/C=C/c1ccc([N+](=O)[O-])cc1)c1cccnc1,-6,11,27,7
-2.7,-5,33,-5,-3.1,CN(C/C(O)=C(\C#N)c1ccccc1)C1CCCCC1,0,-4,-6,-36
-1.8,4,-3,-5,-3.0,O=C1NC(=O)C2(COC(c3ccccc3Cl)OC2)S1 (centres undefined),0,1,2,-22
-1.4,-11,8,-9,-2.4,COc1ccc2cc3cc(C(=O)NCc4ccco4)oc3nc2c1,3,6,11,16
-1.3,-14,-3,-15,-2.6,CN1CCN(C(=O)C2=C[C@@H](C3CCCCC3)C[C@@H](OCCCCO)O2)CC1,-2,-2,-7,44
-3.2,-11,11,-1,-1.8,C/C(N)=C(/C#N)C(=O)CSc1nc2ccccc2c(=O)n1-c1ccc(C)cc1,.,-3,-12,-22
0.3,-3,-5,-12,-3.5,CC(C)c1nc(SCC(=O)Nc2cccc(C(=O)O)c2)c2c3c(sc2n1)CCCC3,-1,3,-1,52
-0.3,-4,32,-10,-0.9,CC(=O)Nc1ccc(S(=O)(=O)N2CCC(NC(=O)C(Cc3ccccc3F)NC(C)=O)CC2)cc1 (centres undefined),3,.,3,35
-3.3,-8,19,-2,-2.9,COc1cc2nc(CN(C)Cc3ccc(OC)c(OC)c3OC)[nH]c(=O)c2cc1OC,2,0,0,24
-2.2,2,0,-14,-3.0,O=C(Nc1ccc(F)cc1)C1CCCN1S(=O)(=O)c1ccc(Br)cc1 (centres undefined),4,-1,3,38
-1.1,-14,14,-8,-2.5,CCC1CCCCN1S(=O)(=O)Cc1ccccc1Cl (centres undefined),3,2,0,15

# Single values from above:
# Cn1c(=NC(=O)c2ccco2)sc2ccccc21 in pCIP destab reads 11
# Cc1ccccc1OCC(=O)N1CCc2ccccc2C1 in M18AAP inhibitor reads 0

# (next part)
VIM-2 inhibitor,pCIP destab,NALP1 yeast inh,GPR7 antag,IMP-1 inhibitor,Molecule,IDE act,IDE cell inh,M18AAP inhibitor,PHOSPHO1 block
-0.7,-13,-1,6,-3.9,Nc1ccc(Br)cc1-c1nc2ccccc2[nH]c1=O,-7,2,3,27
-1.1,-1,-9,-13,-1.7,Cc1ccc(C)c(N(CC(=O)N2CCCC2)S(C)(=O)=O)c1,-1,3,0,50
-2.5,5,13,-3,-2.4,CC(=O)Nc1cc(-c2ccccc2)ccc1O,-5,-5,6,90*
-1.5,-3,-2,-7,-4.5,COC(=O)c1ccc(S(=O)(=O)N2CCc3ccccc32)cc1,9,-1,4,40
-3.7,-7,-6,-7,-3.6,O=C(CN1CCN(S(=O)(=O)/C=C/c2ccccc2)CC1)NC(=O)NCc1ccco1,2,-6,5,7
0.4,-20,15,-14,-3.0,COc1cc2c(cc1C1C(C#N)=C(N)OC3=C1C(=O)CC(C)(C)C3)OCO2 (centres undefined),6,1,-1,13
-0.5,2,8,-11,-2.0,COc1ccc(OC)c(CCNC(=O)c2sc3nc4n(c(=O)c3c2C)CCC4)c1,0,-1,-4,28
-2.4,-3,0,-11,-3.3,C=CCn1c(SCC(=O)c2ccccc2)nnc1-c1ccc2c(c1)OCO2,3,-8,-4,54
-0.2,-9,14,3,0.1,O=C(c1ccc(S(=O)(=O)N2CCCCCC2)cc1)N1CCN(c2ccccc2)CC1,0,1,-4,27
-2.5,3,20,4,-3.5,O=C1CCCc2c1cc(C(=O)NC1CCSC1=O)c(=O)n2-c1ccccc1 (centres undefined),-2,9,-17,20
